Epigenetic mod – epigenetic modulators derepressing GFP locus in mouse cells | Potency, µM (titrated, usually from 46.1 µM), for the others: at the highest dose GFP derepression (activation) | mouse C127i GFP locus derepression, cytometry, 30 h | 0.09% of 68,000 active | AID 597; further: % of control where 0% means no effect
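Locus derepression in mouse mammary C127i cells whose integrated CMV-GFP reporter is normally silent; GFP expression after 30 h compound treatment was quantified by counting fluorescent cells.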
Fluorescein autfl – compound fluoresces in the fluorescein spectral region; max fluorescein-equivalent concentration, M; Compound autofluorescence, 480/540 nm, fluorescein-equivalent; stronger effect = higher value; 0.91% of 59,000 active; in the data active means max fluorescein-equivalent concentration above about 10 nM; inconclusive means between about 1.1 nM and that limit
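Autofluorescence profiling; 100 mM Tris, pH 8.0; incubation 15 min at RT; ex/em 480/540 nm; result as fluorescein-equivalent concentration.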
Ub-GFP proteasome – ubiquitin-GFP accumulation via proteasome inhibition. Ubiquitin-GFP reporter cells, proteasome inhibition, GFP fluorescence; response scale: untreated = 0%, 10 µM MG-132 = 100%. Potency, µM (doses to about 45.9 µM), without a hit: at the top dose activation (GFP accumulation), actives largely listed as activators. 67,000 tested, under 10 active; active means well fitted activation curve with a large enough effect, not every such curve was filed as active; inconclusive means small, poorly fitted or top-dose-only effect, or another doubt; inactive means no such curve, though single readings can be large or run the other way; further: potency means the concentration at half of the fitted maximal effect
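Reporter cells (U2OS, ubiquitin-G76V-GFP fusion) are plated overnight, then treated 4 hr at 37 °C with compound titrations from 46 uM down to 2.9 nM. Activity is scaled against untreated cells and 10 uM MG-132.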
CRE Fsk mod – modulators of forskolin-stimulated CRE signaling in CHO cells; Potency, µM (top dose mostly 38.2 µM), without a hit: at the top dose activity change, negative = inhibition, usual class: activators; CHO CRE-bla reporter (cAMP response element driving beta-lactamase), forskolin EC10, beta-lactamase ratio; 2.5% of 71,000 active; active means well fitted activation curve with a large enough effect in the signal ratio, with a control signal flat, not every such curve was filed as active; inconclusive means small, poorly fitted or top-dose-only effect, or effect the other way, or a change in a side signal; the % refers to the signal ratio; further: potency means the concentration at half of the fitted maximal effect; % of control where 0% means no effect
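Reporter-gene assay: CHO cells with beta-lactamase behind cAMP responsive elements, co-treated with compound and EC10 NKH 477 for 3 hours at 37 degrees Celsius. Activity came from the 460/530 nm CCF4 emission ratio.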
TexasRed autofl – compound fluoresces in the Texas Red spectral region; Compound fluorescence, Texas Red channel, 547/618 nm; stronger effect = higher value; max dye-equivalent concentration, M; 0.06% of 59,000 active; AID 587; in the data active means max dye-equivalent concentration above about 10 nM; inconclusive means between about 1.1 nM and that limit
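Fluorescence at ex 547/em 618 nm, normalized against an on-plate Texas Red standard series to give dye-equivalent concentration per compound concentration. Buffer 100 mM Tris, pH 8.0; 15 min RT incubation before CCD imaging.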
A350 fluor – compound fluoresces in the Alexa 350 spectral region; Compound autofluorescence, 340/450 nm, Alexa 350 dye-equivalents; stronger effect = higher value; max dye-equivalent concentration, M; 11% of 59,000 active; AID 590; in the data active means max dye-equivalent concentration above about 10 nM; inconclusive means mostly about 1.1 nM to 9.6 nM
HBB splice mod – alters splicing of the hemoglobin beta chain. AID 925. HBB splicing reporter cell assay, activation; EGFP reporter with mutant IVS2-654 intron; response scale: normalised to 500 nM splice-correcting PNA. 0.06% of 65,000 active. Potency, µM (doses to about 46.1 µM), inactives show at the top dose activation, hits mostly activators; further: potency means the concentration at half of the fitted maximal effect; 0% is about no effect
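Compounds were applied for 2 days to HeLa EGFP-654 cells, 500/well in Optimem with 2% FCS. The reporter's EGFP is disrupted by mis-splicing of beta-globin intron IVS2-654. Readout: summed well GFP fluorescence from 488 nm laser scanning; reference was 500 nM antisense […] 654 PNA.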
ERK AVP inh – vasopressin-driven ERK pathway inhibition. HEK293-V1b, vasopressin-stimulated pERK AlphaScreen. Potency, µM (titrated, usually from 57.5 µM), for inactives: at the top dose activity, negative = inhibition, actives largely listed as inhibitors. 0.99% of 72,000 active; further: potency means the concentration at half of the fitted maximal effect; on the % scale 0 is the no-effect control and ±100 the full control effect; nearly all actives have a fitted effect of over 55% in size
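Phosphorylated ERK1/2 detected via AlphaScreen bead proximity in lysates of V1b-expressing HEK293 cells given 25 nM vasopressin for 5 min after 30 min compound exposure (37 °C). AC50 from Hill equation; basal DMSO 0%, vasopressin 100%.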
4MU fluor – compounds fluorescent in 4-MU spectral region | max dye-equivalent concentration, M | 11% of 59,000 active | AID 589 | compound autofluorescence, 340/450 nm, 4-MU equivalents; stronger effect = higher value; in the data active means max dye-equivalent concentration above about 10 nM; inconclusive means mostly about 1.1 nM to 9.6 nM
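Compounds in 100 mM Tris, pH 8.0, incubated 15 min at room temperature, then fluorescence read at 340 nm excitation/450 nm emission. Signal converted to 4-MU dye-equivalent concentration using an on-plate six-point 4-MU standard curve.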
Hsp90 Hop PPI – changes Hsp90-Hop TPR2A binding signal, up or down | AID 595 | Potency, µM (highest dose often 57 µM), without a hit: at the highest dose activity change, negative = inhibition | AlphaScreen TPR2A-His6 binding biotin-Hsp90 C-terminal peptide | 0.44% of 71,000 active; active means well fitted curve in either direction with a large enough effect; inconclusive means small, poorly fitted or top-dose-only effect, or another doubt; further: potency means the concentration at half of the fitted maximal effect; on the % scale 0 is the no-effect control and ±100 the full control effect; many of its hits are not listed in these tables
Luciferase inh – firefly luciferase inhibition; P08659; purified firefly luciferase, luminescence, 8 min; Potency, µM (doses to about 57.1 µM), without a hit: at the highest dose activity change, negative = inhibition, most hits filed as inhibitors; 2.2% of 72,000 active; further: potency means the concentration at half of the fitted maximal effect; on the % scale 0 is the no-effect control and ±100 the full control effect; nearly all actives have a fitted effect of over 40% in size
Target sequence (P08659 whole entry, looked up): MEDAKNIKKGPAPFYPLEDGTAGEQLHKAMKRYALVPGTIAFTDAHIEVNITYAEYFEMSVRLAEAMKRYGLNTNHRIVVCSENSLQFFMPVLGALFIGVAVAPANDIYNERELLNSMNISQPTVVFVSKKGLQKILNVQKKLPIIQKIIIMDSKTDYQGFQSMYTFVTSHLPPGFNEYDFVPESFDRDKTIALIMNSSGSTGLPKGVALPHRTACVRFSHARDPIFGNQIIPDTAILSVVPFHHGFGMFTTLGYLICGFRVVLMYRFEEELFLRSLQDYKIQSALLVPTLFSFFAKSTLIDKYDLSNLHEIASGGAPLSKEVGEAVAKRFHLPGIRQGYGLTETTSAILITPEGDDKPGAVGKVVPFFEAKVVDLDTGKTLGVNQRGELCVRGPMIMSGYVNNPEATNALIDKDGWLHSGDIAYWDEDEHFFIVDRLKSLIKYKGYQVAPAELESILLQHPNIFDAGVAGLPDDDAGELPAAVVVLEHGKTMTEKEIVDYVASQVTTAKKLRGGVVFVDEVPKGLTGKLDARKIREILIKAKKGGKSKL
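Substrate buffer containing 10 uM ATP (pH 7.2 imidazole, Mg2+, KCl, detergent, BSA) is dispensed, compound pinned in, then luciferase/luciferin detector mix added. After 8 min at ambient temperature, light output is measured.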
An asterisk follows results filed as active; i = inactive; ? = inconclusive; . = no result given; [ ] = remark or other dose. Unless noted, the call rests on the fitted dose curve; in most records, active means well fitted curve in the direction sought with a large enough effect; inconclusive means small, poorly fitted or top-dose-only effect, or another doubt; inactive means no such curve, though single readings can be large; an effect the other way counts as inactive or inconclusive. Some of the compounds tested; count on the stated rates, not on these rows.

| Structure | Epigenetic mod | Fluorescein autfl | Ub-GFP proteasome | CRE Fsk mod | TexasRed autofl | A350 fluor | HBB splice mod | ERK AVP inh | 4MU fluor | Hsp90 Hop PPI | Luciferase inh |
| --- | --- | --- | --- | --- | --- | --- | --- | --- | --- | --- | --- |
| CC(C)c1nnc(NC(=O)C2CCCCC2)s1 | . | . | 6.2% | 10.7% | . | . | 0.2% | . | . | -2.9% | -2.3% |
| COc1cccc(C(=O)CN2C(=O)C(C)(C)Oc3ccc(C(=O)N4CCCCCC4)cc32)c1 | 0.0% | i | -2.7% | -6.2% | i | i | -0.1%[57.5 µM] | ? | i | -1.7% | -1.1% |
| Clc1ccccc1OCc1nc(-c2ccccn2)no1 | 0.0% | i | -14.9% | 1.2% | ? | i | 4.1% | 7.3% | i | -4.5% | 10µM* |
| C[N+](C)(C)CC(=O)N/N=C\c1ccncc1 | 5.6%[9.22 µM] | i | -7.4%[9.17 µM] | 1.3%[7.6 µM] | i | i | 2.5%[9.22 µM] | -24.2%[11.5 µM] | i | -2.6%[11 µM] | 3.6%[11.4 µM] |
| COc1ccc(C(c2sc3nc(C)nn3c2O)N2CC(C)OC(C)C2)cc1OC (stereo unspecified) | . | . | -12.0% | -4.1% | . | . | 0.9% | . | . | 5.0% | 2.0% |
| C#CCNc1c(C)c(C)nc2ncnn12 | 1.3% | i | -6.5% | ? | i | i | . | -7.4% | i | -4.0% | 0.7% |
| CCC(=O)N1c2ccc(S(=O)(=O)N(CCO)Cc3ccccc3)cc2CC1C (stereo unspecified) | 3.2% | i | 1.9% | ? | i | i | -2.2% | 36.1%[activator] | i | 5.8% | -0.8% |
| COc1ccc(Nc2ccccc2)c(C)c1 | 2.9% | i | -3.7% | ? | ? | i | 0.3% | -18.5% | i | -5.2% | 1.8% |
| CC1(C)C(=O)Nc2ccccc2N1C(=O)COc1ccc(S(=O)(=O)N2CCOCC2)cc1Cl | 2.4% | ? | 3.0% | -6.4% | i | i | -0.5%[57.5 µM] | 10.9% | i | -5.4% | -5.9% |
| Cc1occc1C(=O)NCc1ccc2c(c1)OCO2 | 0.0% | . | -21.5%[9.17 µM] | ? | . | . | 1.5%[0.0738 µM] | -17.0% | . | -5.9%[11 µM] | 0.9% |
| Cc1ccc(CCNC(=O)C2CCCN(C(=O)c3cc4sccc4n3C)C2)cc1 (stereo unspecified) | 2.0% | ? | -5.0% | -6.9% | i | i | -0.9% | ? | i | -5.5% | 2.2% |
| CCNC(=O)CC1C(=O)N(c2ccc(C)cc2)C(=O)N1Cc1ccccn1 (stereo unspecified) | -1.6% | ? | 0.0% | 2.3% | i | i | -1.1% | ? | i | -4.6% | 0.6% |
| COc1cc2c(cc1OC)C(c1ccco1)CC(=O)N2 (stereo unspecified) | 0.0% | . | 8.7% | 12.1% | . | . | 1.6% | ? | . | -5.5% | -3.0% |
| COc1ccc(N(Cc2cc(=O)[nH]c3ccccc23)C(=O)c2ccco2)cc1 | 0.0% | ? | 3.0% | -6.2% | i | ? | -1.0% | -10.4% | i | -5.2% | 0.0% |
| CCCn1nnc(NC(=O)Cc2ccc(Cl)cc2)n1 | 5.4% | i | 0.0% | -5.9% | i | i | -0.5% | -23.0% | i | 1.1% | 0.1% |
| Nn1c(COc2ccccc2)nc2ccccc2c1=O | 0.0% | i | -3.7% | 22.3% | i | i | -1.5% | -18.9% | i | -6.4% | -0.5% |
| Cc1nc2nc(SCC(=O)N3CCOCC3)nn2c(C)c1Cc1ccccc1 | 4.5% | i | -10.5% | 1.7% | i | i | -1.1% | 14.3% | i | -0.6% | 0.9% |
| Cc1cc(NC(=O)c2ccc(S(=O)(=O)N(C)C)cc2)no1 | -1.2% | i | -4.4% | ? | i | i | -1.4% | -5.3% | i | -12.8% | -5.6% |
| Cc1nc2cc(C(=O)O)ccc2n1-c1ccccc1 | 2.3% | . | -6.5% | 6.6% | . | . | 0.5% | -1.4% | . | -3.8% | 0.0% |
| O=C(CSc1nc2ccccc2c(=O)n1CC1CCCO1)N1CCN(c2ccccc2)CC1 (stereo unspecified) | 2.6% | ? | 7.0% | -1.4% | ? | i | -0.8% | -16.4% | i | -3.7% | -2.4% |

2 compounds picked at random from the list so far, as already listed:
| Structure | Epigenetic mod | Fluorescein autfl | Ub-GFP proteasome | CRE Fsk mod | TexasRed autofl | A350 fluor | HBB splice mod | ERK AVP inh | 4MU fluor | Hsp90 Hop PPI | Luciferase inh |
| --- | --- | --- | --- | --- | --- | --- | --- | --- | --- | --- | --- |
| Clc1ccccc1OCc1nc(-c2ccccn2)no1 | 0.0% | i | -14.9% | 1.2% | ? | i | 4.1% | 7.3% | i | -4.5% | 10µM* |
| Cc1nc2nc(SCC(=O)N3CCOCC3)nn2c(C)c1Cc1ccccc1 | 4.5% | i | -10.5% | 1.7% | i | i | -1.1% | 14.3% | i | -0.6% | 0.9% |

(cont.)
| Structure | Epigenetic mod | Fluorescein autfl | Ub-GFP proteasome | CRE Fsk mod | TexasRed autofl | A350 fluor | HBB splice mod | ERK AVP inh | 4MU fluor | Hsp90 Hop PPI | Luciferase inh |
| --- | --- | --- | --- | --- | --- | --- | --- | --- | --- | --- | --- |
| O=C(CSc1nnc2ccccn12)c1ccc(OC(F)F)cc1OC(F)F | 0.0% | ? | 0.0% | -5.6% | i | i | -0.3%[57.5 µM] | ? | i | -8.9% | -1.5% |
| CC(=O)c1c(C(C)=O)c(C)n(CCCCn2c(C)c(C(C)=O)c(C(C)=O)c2C)c1C | 0.4% | i | 8.6% | ? | ? | ? | -0.1% | -1.6% | i | -6.5% | -3.0% |
| O=C1CC(N(Cc2ccco2)C(=O)Nc2ccc(F)cc2)C(=O)N1c1ccc(F)cc1 (stereo unspecified) | -2.6% | i | 3.5% | -18.6% | ? | i | 0.6% | -21.8% | i | -7.0% | 0.2% |
| COc1ccc(CC(=O)Nc2cccc(-c3nnc(-c4ccccc4)o3)c2)cc1OC | -2.6% | i | -2.5% | ? | i | i | -0.6% | 5.01µM* | i | -1.1% | -14.5% |
| Cn1c(C(=O)NC2CCCC2)cc2c(=O)n(C)c3ccccc3c21 | . | . | -4.1% | ? | . | . | 0.6% | 1.6% | . | 0.0%[2.3 µM] | 1.6% |
| O=C(NCC1CCCO1)C1c2ccccc2C(=O)N1Cc1ccc2c(c1)OCO2 (stereo unspecified) | 0.0% | i | 13.5% | ? | ? | i | -1.9% | 0.4% | i | 4.5% | 0.3% |
| COC(=O)C1=C(N)Oc2cc(C)n(Cc3cccnc3)c(=O)c2C1c1ccccc1OC (stereo unspecified) | -1.6% | i | 5.1% | 5.0% | ? | 3.36e-08M* | 0.4%[57.5 µM] | -11.1% | 2.36e-08M* | -2.8% | 3.4% |
| COc1ccc2[nH]cc(CCNc3cc(-c4c(C)noc4C)ncn3)c2c1 | 0.0%[9.22 µM] | ? | -4.5% | ? | i | i | 0.4% | -8.3% | i | -12.3% | 2.0%[2.29 µM] |
| Cn1c(C(=O)NCCN2CCN(Cc3ccccc3)CC2)cc2c(=O)n(C)c3ccccc3c21 | . | . | -10.6% | 7.4% | . | . | -0.3% | 10.1% | . | -0.8%[2.3 µM] | 1.0% |
| CC(C)CNC1=CC(=O)CC(c2ccco2)C1 (stereo unspecified) | -3.3% | . | -2.7% | -0.5% | . | . | -1.0% | -16.9% | . | -4.6% | -1.8% |
| CNC(=O)c1ccccc1NC(=O)c1ccc(C)c(S(=O)(=O)N2CCCCC2)c1 | 0.0% | i | -1.3% | ? | i | i | -0.3% | ? | i | 2.9% | -2.1% |
| CCN(CC)c1ccc(NC(=O)Cn2nnc(-c3cccc(OC)c3OC)n2)c(C)c1 | 1.6% | ? | -3.3% | -25.4% | ? | i | -1.6% | -4.6% | i | -5.5% | 0.9% |
| O=c1oc2c(CN3CCOCC3)c(O)ccc2c2c1CCC2 | 1.6% | i | 0.0% | ? | i | 1.42e-05M* | 1.2%[57.5 µM] | -11.9% | 1.01e-05M* | -1.4% | 2.3% |
| O=C(CN1CCN(Cc2ccc(F)cc2Cl)C1=O)NCCCN1CCOCC1 | 0.0% | . | 6.5% | 0.3% | . | . | 0.4% | 9.8% | . | 1.6% | 1.5% |
| CC1=C(C(=O)Nc2ccccc2C)C(c2cccnc2)n2nc(CCCO)nc2N1 (stereo unspecified) | -1.7% | i | -0.6% | -1.0% | i | i | 2.2% | -8.4% | i | -3.0% | -2.1% |
| CC(=O)Oc1ccc(N2C(=O)C3C(C2=O)C2(C)C=CC3(C)O2)cc1 (stereo unspecified) | -3.7% | . | -12.5% | ? | . | . | -1.5%[9.22 µM] | ? | . | 0.9% | ? |
| N#CCCn1c(=O)c(-c2ccc(Cl)cc2)nc2cnc(N3CCOCC3)nc21 | 7.7%[9.22 µM] | i | 4.0% | 5.01µM* | i | 3.28e-08M* | 1.3% | -11.5% | 2.62e-08M* | -6.1% | 1.0%[11.4 µM] |
| CCOc1ccccc1N1CCN(S(=O)(=O)c2ccc(Cl)s2)CC1 | 0.0% | i | -6.2% | -1.6% | i | i | 2.8% | 70.3%[activator] | i | 24.8% | 2.3% |
